# S3 lipid droplet: qHTS Assay for Lipid Storage Modulators in Drosophila S3 Cells; Drosophila S3 cells, BODIPY lipid droplet fluorescence, 18-24 h; cells fed with added oleic acid; actives 0.64% (n = 320,000); Potency in µM for hits, for the others lipid storage change, negative = inhibition, % at the top dose, mostly 46.1 µM; active = well fitted inhibition curve with a large enough effect in the signal ratio, with a control signal flat, not every such curve was filed as active; inconclusive = small, poorly fitted or top-dose-only effect, or effect the other way, or a change in a side signal; the % refers to the signal ratio
#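 Drosophila S3 cells got compounds at several concentrations plus oleic acid (400 uM solution). Laser-scanning cytometry with 488 nm excitation read lipid droplets at 500-530 nm and cells at 575-640 nm. Percent activity was relative to 20 uM Triacsin C.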
# S3 lipid droplet cell count max: recorded beside S3 lipid droplet, whose call it bears; cell number change, %; measured here: cell count max response;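 cells counted by Cell Tracker Red CMTPX staining in the red channel; peak over a dose series mostly up to 46.1 µM; percent activity relative to internal control wells on each plate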
# * hit, by the source's call; i = inactive; ? = inconclusive; · = no result given; [ ] = remark or other dose. % is scaled to controls: 0 for no effect and ±100 for the full control effect; potency is read from the fitted curve at half-maximal effect. Only part of the results is shown; count on the stated rates, not on these rows.
# The line under a structure holds: S3 lipid droplet	S3 lipid droplet cell count max
O=C(/C=C/c1c(F)cccc1Cl)Nc1nc2ccccc2[nH]1
    ?	·
Cc1c(C(=O)N2CCN(C3CCS(=O)(=O)C3)CC2)oc2ccc(Cl)cc12 (stereo not given)
    ?	·
Cn1c(C(=O)NCCc2ccccc2)cc(=O)n(C)c1=O
    3.0%	12.7
COC(=O)C1CCN(C(=O)c2cc(OC)c(OC)c(OC)c2)CC1
    ?	·
COc1cccc(NC(=S)N(CCC(C)C)C(C)c2ccncc2)c1 (stereo not given)
    5.9%	5.7
CCCCCN(C(=O)CCC(=O)OCC(=O)NCc1ccc(OC)cc1)c1c(N)n(CCCC)c(=O)[nH]c1=O
    ?	·
O=C(N/N=C/c1ccc([N+](=O)[O-])cc1)c1ccc(COc2ccccc2-c2ccccc2)cc1
    ?	·
O=C(CN1CCC(C(O)(c2ccccc2)c2ccccc2)CC1)Nc1cc(Cl)ccc1Cl
    -6.7%	-1.5
CCOP(=O)(OCC)C(Nc1ccccc1)c1ccccc1C(F)(F)F (stereo not given)
    ?	·
CC1CCCCC1NC(=O)C1CCN(c2c3c(nc4ncnn24)CCC3)CC1 (stereo not given)
    ?	·
Cc1ccc(C)c(CSc2nc3ccncc3n2CC(=O)Nc2ccc(C)c(C)c2)c1
    28.5%	26.4
O=C(CSCc1ccccc1F)NCc1ccccc1
    ?	·
O=c1cc[nH]c2c1ccc1c(=O)cc[nH]c12
    9.6%	2.5
O=c1[nH]c(CSc2ncnc3sccc23)nc2cc(C(F)(F)F)ccc12
    i	16.7
COCc1ccc(CN2CCc3c([nH]c4ccccc34)C2C(C)(C)C)o1 (stereo not given)
    -8.5%	-6.5
COc1ccc(C(=O)NNC(=O)C(=O)/C=C(\O)c2ccc(C)cc2)cc1
    i	·
Cc1nn(C)c(Cl)c1S(=O)(=O)N1CCC(CO)(CCc2ccccc2)CC1
    -30.8%	-11.2
COc1ccc2c(=O)c(-c3nc(C)cs3)coc2c1
    ?	·
O=C(O)c1ccccc1-c1ccccc1C(=O)Nc1cccc(O)c1
    ?	·
Nc1nsc2ccccc12
    i	·
C=CCn1c(=S)[nH]c2cc(C(=O)Nc3ccc(F)cc3)ccc2c1=O
    ?	·
COC(=O)CSc1cc([N+](=O)[O-])cc2c1c(C1OCCO1)nn2-c1ccccc1
    ?	·
COc1ccc(OC)c(CN2CCCC(CO)C2)c1 (stereo not given)
    ?	·
CC1CCC(NC(=O)CN2C(=O)COc3ccc(S(=O)(=O)N4CCCC4)cc32)CC1 (stereo not given)
    19.0%	12.6
CCc1cccc2c(SCC(=O)NCC3CCCO3)nc(-c3ccc(F)cc3)nc12 (stereo not given)
    ?	·
COc1ccc(Nc2nc(NN)nc(C)c2[N+](=O)[O-])cc1
    22.9%	20.4
CSc1nc(C)cc(-n2cc(F)c(=O)[nH]c2=O)n1
    ?	·
O=c1c2c3c(sc2n2c(=S)[nH]nc2n1-c1ccccc1)CCC3
    -4.1%	2.5
O=C(O)c1cc(N2C(=O)C3C4C=CC(C4)C3C2=O)ccc1NCc1cccnc1 (stereo not given)
    ?	·
CC(C)CCn1c(=O)c2ccccc2n2c(CCC(=O)NC3CCN(Cc4ccccc4)CC3)nnc12
    i	-4.3

# Entries of single compounds, looked up by structure.
# C=CCn1c(=S)[nH]c2cc(C(=O)Nc3ccc(F)cc3)ccc2c1=O reads S3 lipid droplet = ?; S3 lipid droplet cell count max = ·
# O=c1c2c3c(sc2n2c(=S)[nH]nc2n1-c1ccccc1)CCC3 reads S3 lipid droplet = -4.1%; S3 lipid droplet cell count max = 2.5

# The listing continues:
# The line under a structure holds: S3 lipid droplet	S3 lipid droplet cell count max
COc1ccc(CC2(CO)CCN(Cc3cccnc3)CC2)cc1
    -18.4%	-13.9
CCn1cc(C(=O)NCc2ccco2)c2cc(OC)c(OC)cc2c1=O
    4.0%	21.5
Cc1cccc(/C=C2\CCC(C3CCCC3)C2=O)c1 (stereo not given)
    ?	·
CCCCNC(=O)CSc1nc(N)c(C(=O)Nc2ccc(OC)cc2)s1
    ?	·
CCOC(=O)c1[nH]c2cc(OC)c(OC)cc2c1NC(=O)CN1CCN(C)CC1
    i	-2.5
CC(=O)N1CCN(C(=O)c2cc(S(=O)(=O)N3CCCCC3)ccc2Cl)CC1
    4.2%	-8.9
CCOc1ccc(Nc2nc(Nc3ccc(O)cc3)nc(C)c2[N+](=O)[O-])cc1
    2.6%	-8.4
CCCCCCNc1c(C(=O)OCC)c(=O)[nH]c2ccccc12
    ?	·
CC(NC(=O)COC(=O)/C(=C/c1cccs1)c1cccs1)c1ccccc1 (stereo not given)
    12.8%	11.6
O=C(NNC(=O)c1cccs1)c1ccc(F)cc1
    ?	·

# Laid out differently: entries from further up.
molecule: O=c1c2c3c(sc2n2c(=S)[nH]nc2n1-c1ccccc1)CCC3
  S3 lipid droplet: -4.1% | S3 lipid droplet cell count max: 2.5
molecule: O=C(O)c1cc(N2C(=O)C3C4C=CC(C4)C3C2=O)ccc1NCc1cccnc1 (stereo not given)
  S3 lipid droplet: ? | S3 lipid droplet cell count max: ·
molecule: CC(C)CCn1c(=O)c2ccccc2n2c(CCC(=O)NC3CCN(Cc4ccccc4)CC3)nnc12
  S3 lipid droplet: i | S3 lipid droplet cell count max: -4.3
molecule: COc1ccc(CC2(CO)CCN(Cc3cccnc3)CC2)cc1
  S3 lipid droplet: -18.4% | S3 lipid droplet cell count max: -13.9

# Going on with the list.
# The line under a structure holds: S3 lipid droplet	S3 lipid droplet cell count max
Cc1ccccc1C(=O)OC(C)CN1CCN(C)CC1 (stereo not given)
    -0.8%	11.9
CCc1cccc(CC)c1NC(=O)C1CSC2(C)CCC(=O)N12 (stereo not given)
    -2.6%	-4.7
Cc1ccc(SCC(=O)NCc2ccco2)cc1
    -0.8%	8.3
COC(=O)c1ccccc1NC(=O)CSc1nnnn1C
    14.8%	9.5
CCOC(=O)c1ccc2cccc(C)n2c1=O
    ?	·
CCCCCC(=O)Nc1cccc(C2=NOC3(C2)C[C@@H](C(N)=O)N(C(=O)Cc2ccc([N+](=O)[O-])cc2)C3)c1 (stereo not given in full)
    7.6%	8.6
CCN(CC)c1nc2c(c(=O)[nH]c(=O)n2C)n1CCOc1ccccc1
    ?	·
Nc1nc(C2CC(=O)OC23CCCCC3)cs1 (stereo not given)
    2.5%	0.3
N#CCCN(C(=O)COC(=O)C12CC3CC(CC(O)(C3)C1)C2)c1ccc(F)cc1
    12.0%	8.3
O=C1CN(C(=O)c2ccc(Br)o2)C(c2ccccc2)c2cc(Cl)ccc2N1 (stereo not given)
    ?	·
COc1cc(C(=O)Nc2ccc(NC(=O)c3cccc(Cl)c3)nc2)cc(OC)c1OC
    ?	·
COc1cc(NC(=O)COC(=O)CCOc2ccc(C)cc2)cc(OC)c1
    ?	·
CC(NS(=O)(=O)c1ccc(Br)s1)c1ccccc1 (stereo not given)
    ?	·
O=C(COC(=O)Cc1c[nH]c2ccccc12)Nc1c(Cl)cccc1C(F)(F)F
    ?	·
CC(C)Oc1ccc(CNCCC2(C(C)C)CCOC(C)(C)C2)cc1 (stereo not given)
    ?	·
CNC(=O)c1c(NC(=O)c2ccc(S(=O)(=O)N3CCCCC3C)cc2)sc2c1CCN(C)C2 (stereo not given)
    ?	·
COc1ccc(C(=O)n2nc(-c3ccco3)nc2N)cc1
    ?	·
O=C(NC(=S)NC(CO)c1ccccc1)c1ccc(F)cc1 (stereo not given)
    5.2%	13.6
CC(=O)N1CCN(C(=O)c2cc(S(=O)(=O)NCc3ccccc3)ccc2C)CC1
    ?	·
COc1ccc(CN2CCN(C(=O)c3ccc(S(=O)(=O)NCc4ccco4)cc3)CC2)cc1F
    ?	·
CCOC(=O)c1nnn(-c2nonc2OC)c1-c1ccccc1
    -0.2%	-5.8
COc1cnn(Cc2ccccc2)c(=O)c1SCc1ccccc1
    ?	·
CCN1CCCC1CNC(=O)c1ccc(N2CCOCC2)c(NS(=O)(=O)c2ccc(OC)cc2)c1 (stereo not given)
    ?	·
O=S(=O)(Nc1cnc2ccccc2c1)N1CCCCCC1
    ?	·
COc1cccc(N2CCN(CC(=O)Nc3ccnn3C3CCCC3)CC2)c1
    10.3µM*	-10.7*
O=C(NNS(=O)(=O)c1ccc2ccccc2c1)c1cccs1
    ?	·
CS(=O)(=O)N(CC(=O)Nc1ccc(S(=O)(=O)N2CCOCC2)cc1)c1ccccc1Br
    i	·
Cn1/c(=N\NC(=O)C2CCCCC2)sc2ccccc21
    6.0%	·
CC1CCC(C(=O)NC(C(=O)NCCCN2CCOCC2)C(C)C)CC1 (stereo not given)
    ?	·
Oc1cc(O)c2c(c1)O[C@H](c1ccc(O)c(O)c1)[C@@H](O)C2
    ?	·
CCOc1ccc(C(=O)n2cc(C(=O)OC)c3ccccc32)cc1OCC
    i	-2.7
CCN(CC)S(=O)(=O)c1ccc(C(=O)NNC(=O)c2cccs2)cc1
    17.2%	2.1
CCOC(=O)C1CCCN(CC(O)COC(c2ccccc2)c2ccccc2)C1 (stereo not given)
    ?	·
Cc1nnc2n(-c3ccccc3)c(=O)c3c4c(sc3n12)COC(C)(C)C4
    ?	·
Cc1nn(C)cc1C1C(C#N)=C(N)N(c2ccc(F)c([N+](=O)[O-])c2)C2=C1C(=O)CCC2 (stereo not given)
    ?	·
CC(C)CCNC(=O)c1ccc2c(c1)ncn2C1CCCCC1
    -1.6%	-9.5
COc1ccc(-c2nnc3ccc(SCC(=O)Nc4cc(C)on4)nn23)cc1OC
    -9.0%	14.7
O=C(NCC(c1ccco1)N1CCCC1)c1ccccc1Sc1ccc(C(F)(F)F)cc1[N+](=O)[O-] (stereo not given)
    ?	·
Cc1cccc(-c2nnc(SCCOc3ccc4c(C)cc(=O)oc4c3)o2)c1
    i	·
COC(=O)c1c(NC(=O)C(C)C)sc2c1CCN(Cc1ccccc1)C2
    i	-12.1
NS(=O)(=O)c1ccc(CCNC(=O)c2cc3ccccc3oc2=O)cc1
    ?	·
O=C(COc1ccc(Cl)cc1)NNC(=O)c1cccnc1
    -3.4%	4.3
CC(=O)N1CCN(C(=O)c2ccc3c(c2)OCCO3)CC1
    ?	·
CCOc1ccc(NC(=O)CN(C)C(=O)c2ccc(OCc3ccccc3)c(OC)c2)cc1OCC
    ?	·
COc1ccc(Cn2c(=S)[nH]c3cc(C(=O)NCCCN4CCOCC4)ccc3c2=O)cc1
    ?	·
COCCn1c(=O)[nH]c2cc(C(=O)N3CCN(c4cccc(C)c4C)CC3)ccc2c1=O
    ?	·
CCOC(=O)c1c(C)[nH]c(C)c1C(=O)CN1C(=O)NC2(CCCCCC2)C1=O
    ?	·
CCCN1C(=O)c2cc(C(=O)NC3CCCC3)ccc2C1O (stereo not given)
    ?	·
Cc1cc(C(=O)Nc2cccc([N+](=O)[O-])c2)c(C)o1
    -5.0%	-10.6
O=C1c2cccnc2C(O)N1Cc1ccccc1 (stereo not given)
    ?	·

# Remaining list, next part
# The line under a structure holds: S3 lipid droplet	S3 lipid droplet cell count max
Cc1ccc(S(=O)(=O)N2CCCOC2CNC(=O)C(=O)NCc2cccs2)cc1 (stereo not given)
    ?	·
N#Cc1nc(COc2ccccc2)oc1NCCCn1ccnc1
    ?	·
CCC(=O)Nc1ccc(S(=O)(=O)Nc2nccs2)cc1
    -25.0%	·
COc1ccccc1C(=O)NC(CCSC)C(=O)OCC(=O)N1CCCC1=O (stereo not given)
    6.6%	15.1
CCOC(=O)c1ccc(C(=O)NNC(=O)C2C3C=CC(C3)C2C(=O)O)cc1 (stereo not given)
    ?	·
COc1ccc(OC)c(C2CC(=O)N3CN(c4cccc(Cl)c4)CSC3=C2C#N)c1 (stereo not given)
    23.7%[9.22 µM]	·
COCC(=O)Nc1cc(OC)ccc1OC
    ?	·
Cc1cccc(C)c1-n1c(C)cc(/C=N\Nc2ccc([N+](=O)[O-])cn2)c1C
    ?	·
O=C(Nc1ccc(Cc2ccc(NC(=O)N3CCOCC3)cc2)cc1)N1CCOCC1
    24.3%	·
C=CCn1c(CSc2ccc(C)cc2)n[nH]c1=S
    ?	·
CN(C)CCNC(=O)c1ccc(COCC(F)(F)F)cc1
    ?	·
CCOC(=O)C(Cc1ccc(NC(=O)/C(=C/c2ccccc2)NC(=O)c2ccccc2)cc1)N1C(=O)c2ccccc2C1=O (stereo not given)
    ?	·
CC(C)CNS(=O)(=O)c1ccccc1C(=O)N1CCCCC1
    ?	·
O=C(Nc1ccc2c(c1)C(=O)NC2=O)c1ccc(Cl)s1
    14.1%	1.8
CN(Cc1ccccc1)c1nc2c(c(=O)[nH]c(=O)n2C)n1CCCc1ccccc1
    ?	·
CCCCN1C(N)=NC[C@@H]1Cc1ccc(O)cc1
    -1.3%	14.6
Cc1c(NC(=S)/C=C2\N(C)c3ccccc3C2(C)C)c(=O)n(-c2ccccc2)n1C
    ?	·
Cc1ccc(S(=O)(=O)/N=C(/Nc2ccc3[nH]c(=O)[nH]c3c2)c2ccccc2)cc1
    3.2%	0.4
CCOc1cc(N2CCOCC2)c(OCC)cc1NC(=O)COc1ccccc1[N+](=O)[O-]
    ?	·
COc1ccc(-c2noc(CNC(=O)c3ccoc3C)n2)cc1OC
    ?	·
CN1CCc2c(OCC(=O)N3CCCc4ccccc43)cccc2C1=O
    18.3%[9.22 µM]	34.1
Cc1ccc(NC(=O)CN2CCN(c3ccccn3)CC2)cc1S(=O)(=O)N(C)C
    -0.4%	-2.0
Cc1ccc(C(=O)Oc2ccc([N+](=O)[O-])cc2)cc1S(=O)(=O)N1CCCCCC1
    ?	·
CCCCOc1ccc(C(=O)N/C(=C/C=C/c2ccccc2)C(=O)NCCO)cc1
    ?	·
c1ccc(-c2cc(N3CCCCC3)nc(-c3ccccc3)n2)cc1
    7.4%	3.1
